High-throughput results as filed in PubChem.
Wee1 degr inh: inhibitors of human Wee1 degradation | P30291 | HeLa Luc-Wee1K328M stability, luciferase luminescence; 100% = proteasome inhibitor MG132 effect | 220,000 compounds, 1.2% hits | reporter increase, % at 5 µM;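 active = activation above the mean of all tested compounds plus 3 SD, set per screening run, cut at about 8.8% in these data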;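 note: cells exposed to compound for 20 h before luminescence read; 0% = DMSO alone and 100% = MG132 at 30 µM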
p97 ATPase inh: inhibitors of human p97 ATPase | recombinant p97 ATPase, Kinase-Glo ATP luminescence, 3 h | P55072 | inhibition, % at 8 µM | 220,000 compounds, 0.42% hits; in the data active = inhibition above about 15%;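 note: 0% = DMSO vehicle and 100% = wells lacking enzyme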
Target sequence (P55072 whole entry, looked up): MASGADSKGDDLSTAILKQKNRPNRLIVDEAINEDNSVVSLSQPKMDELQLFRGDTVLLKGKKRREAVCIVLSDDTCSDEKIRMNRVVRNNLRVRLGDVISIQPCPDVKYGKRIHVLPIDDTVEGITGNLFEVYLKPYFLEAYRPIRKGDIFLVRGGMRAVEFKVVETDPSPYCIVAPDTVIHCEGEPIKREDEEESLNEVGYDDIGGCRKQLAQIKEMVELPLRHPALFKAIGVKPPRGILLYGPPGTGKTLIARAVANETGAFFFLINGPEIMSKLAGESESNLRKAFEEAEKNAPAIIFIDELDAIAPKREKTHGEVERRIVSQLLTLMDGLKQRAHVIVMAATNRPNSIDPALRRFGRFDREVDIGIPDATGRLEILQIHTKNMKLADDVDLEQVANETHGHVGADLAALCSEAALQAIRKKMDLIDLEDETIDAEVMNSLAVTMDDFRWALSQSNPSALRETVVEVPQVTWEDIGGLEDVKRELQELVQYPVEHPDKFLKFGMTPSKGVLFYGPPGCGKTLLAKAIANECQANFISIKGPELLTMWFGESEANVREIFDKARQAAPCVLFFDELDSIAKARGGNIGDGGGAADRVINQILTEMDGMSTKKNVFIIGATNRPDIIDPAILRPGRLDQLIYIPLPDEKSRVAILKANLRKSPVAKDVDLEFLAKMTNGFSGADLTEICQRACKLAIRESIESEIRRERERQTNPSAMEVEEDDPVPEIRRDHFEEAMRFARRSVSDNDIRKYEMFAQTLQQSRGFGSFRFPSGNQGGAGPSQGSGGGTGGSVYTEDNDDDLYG
14-3-3 Bad PPI: disrupts binding of bovine 14-3-3 zeta to phospho-Bad peptide. TR-FRET 14-3-3zeta/Dy647-pBad peptide displacement, 1 h. inhibition, % at 21.7 µM. 220,000 compounds, 0.71% hits;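 active = inhibition above about 70%, limit read from the data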;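 note: 0% = full 14-3-3 plus peptide FRET controls and 100% = background without 14-3-3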
Target sequence (P63103 whole entry, looked up): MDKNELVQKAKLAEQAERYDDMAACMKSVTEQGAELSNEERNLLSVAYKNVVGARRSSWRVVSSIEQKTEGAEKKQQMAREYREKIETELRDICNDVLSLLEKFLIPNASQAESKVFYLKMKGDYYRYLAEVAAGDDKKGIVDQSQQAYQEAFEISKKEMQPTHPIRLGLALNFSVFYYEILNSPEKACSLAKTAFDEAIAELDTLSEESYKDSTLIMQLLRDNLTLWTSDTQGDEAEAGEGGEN
Rad51 HR inh: Rad51 (human) homologous recombination inhibition; AID 1385; hRad51 DNA strand exchange, fluorescence dequenching; Q06609; 200,000 compounds, 0.085% hits; inhibition, % at 10 µM;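 active = inhibition above 40% at the single screening dose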;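 note: 0% = DMSO control wells and 100% = blanks with heterologous ssDNA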
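Test system: preformed human Rad51 ssDNA filaments. Compound dosing: single dose, 10 µM final compound. Incubation: filaments 15 min 37 °C, then compound 30 min. Technique: FRET fluorescence dequenching, excitation 485 nm, emission 520 nm. Read-out basis: percent inhibition from fluorescence, normalised to plate control and blank means. Benchmarks: plate controls and plate blanks.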
eIF4E 4G PPI: blocks eIF4E binding to eIF4G | 220,000 compounds, 0.37% hits | AID 782 | P63073+Q04637 | TR-FRET eIF4E-eIF4GI(517-606) binding, 2 h | inhibition, % at 21.7 µM;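 active = inhibition above about 30%, limit read from the data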;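 note: 0% = full FRET control wells and 100% = background wells lacking eIF4GI fragment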
* = called active by the depositor; · = not tested or not shown. An excerpt; rates above refer to the full screens.

no.	SMILES	p97 ATPase inh	eIF4E 4G PPI	Rad51 HR inh	Wee1 degr inh	14-3-3 Bad PPI
1	COC(=O)C(C)Sc1nc(-c2ccc(OC)cc2)nc2c1c(=O)n(C)c(=O)n2C (stereo not drawn)	4	·	·	-1	·
2	CN(C)c1ccc(C(c2nnnn2C2CCCCC2)N2CCN(C(=O)c3ccco3)CC2)cc1 (stereo not drawn)	1	·	·	3	·
3	CCOc1ccc(-c2nnc3sc(-c4c(OC)cccc4OC)nn23)cc1	-6	·	·	1	·
4	O=c1[nH]c(CN2CCN(Cc3ccccc3)CC2)nc2sc3c(c12)CCC3	-6	·	·	0	·
5	CC(C)(C)n1ncc(Oc2ccc(Oc3cnn(C(C)(C)C)c(=O)c3Cl)cc2)c(Cl)c1=O	4	·	·	-2	·
6	CCCN(CCC)CCNC(=O)Cn1cnc2sc(C)c(S(=O)(=O)N3CCOCC3)c2c1=O	5	·	·	1	·
7	CCOC(=O)C1(c2ccccc2)NC(c2ccc(N(C)C)cc2)C2C(=O)N(C)C(=O)C21 (stereo not drawn)	4	·	·	-2	·
8	O=C(NCCCN1CCOCC1)c1c(O)c2cc(Br)cc(Br)c2[nH]c1=O	4	·	·	-1	·
9	CN(C)CCCN1C(=O)C(=O)/C(=C(/O)c2ccc3c(c2)OCO3)C1c1cccnc1 (stereo not drawn)	4	·	·	4	·
10	Cc1cccc(-n2c(Cc3cc(=O)[nH]c(=O)[nH]3)nnc2SCC(=O)NCc2ccco2)c1	2	·	·	0	·
11	Cn1c(=O)c(C(=O)Nc2cccnc2)c(O)c2ccccc21	2	·	·	-2	·
12	Cn1c(=O)c2c(SC3CCCC3)nc(CC(C)(C)C)nc2n(C)c1=O	6	·	·	0	·
13	CCOC(=O)c1sc(NC(=O)CSc2nc3c(cc2C#N)CCC3)c(C#N)c1C	-2	·	·	1	·
14	Cc1ccc(-c2nnc3sc(-c4ccc5c(c4)OCCO5)nn23)cc1	-3	·	·	-1	·
15	CCN1CCN(c2ncnc3c2oc2nc(C)c4c(c23)CC(C)(C)OC4)CC1	-3	·	·	-1	·
16	CCOc1ccc(C2CC(c3ccc(Br)cc3)Nc3nc(N)nn32)cc1 (stereo not drawn)	1	·	·	0	·
17	CCc1nnc2sc(-c3ccc(NC(=O)CSc4ccc(Cl)cc4)cc3)nn12	-3	·	·	0	·
18	O=S(=O)(c1ccc2oc3ccc(S(=O)(=O)N4CCCC4)cc3c2c1)N1CCCC1	-2	·	·	0	·
19	CCn1c(SCc2cc(=O)[nH]c3ccccc23)nc2c1c(=O)n(C)c(=O)n2C	6	·	·	0	·
20	Cc1cccc(-c2c3c(=O)n(C)c(=O)n(C)c3c3nnc4ccccc4n23)c1	4	·	·	-1	·

3 compounds out of the list, arranged by count of non-hydrogen atoms, rising:
no.	SMILES	p97 ATPase inh	eIF4E 4G PPI	Rad51 HR inh	Wee1 degr inh	14-3-3 Bad PPI
9	CN(C)CCCN1C(=O)C(=O)/C(=C(/O)c2ccc3c(c2)OCO3)C1c1cccnc1 (stereo not drawn)	4	·	·	4	·
7	CCOC(=O)C1(c2ccccc2)NC(c2ccc(N(C)C)cc2)C2C(=O)N(C)C(=O)C21 (stereo not drawn)	4	·	·	-2	·
5	CC(C)(C)n1ncc(Oc2ccc(Oc3cnn(C(C)(C)C)c(=O)c3Cl)cc2)c(Cl)c1=O	4	·	·	-2	·

Next entries
no.	SMILES	p97 ATPase inh	eIF4E 4G PPI	Rad51 HR inh	Wee1 degr inh	14-3-3 Bad PPI
21	CNC(=O)N(O)C1N(NC(=O)Nc2ccccc2)C(=S)SC1(C)C (stereo not drawn)	-1	·	·	-5	·
22	Nc1ccc(N)c(C(=O)O)c1	·	94*	-5	·	96*
23	Cc1cc(C)n(S(=O)(=O)c2cc(C(=O)O)c(Cl)cc2Cl)n1	5	·	-5	-3	·
24	CCOCCn1c(CN2CCN(c3ccc(OC)cc3)CC2)nc2c1c(=O)n(C)c(=O)n2C	-5	·	9	-1	·
25	Cn1c(=O)c2c(nc(CN3CCc4ccccc4C3)n2CC(=O)c2ccccc2)n(C)c1=O	1	·	2	-3	·
26	C/C(=N\O)C(C)/[N+]([O-])=C/c1nc(C)c(C)n1O (stereo not drawn)	0	·	-3	-1	·
27	Fc1ccc(NC(=S)N2CCCC2)cc1	4	·	-1	0	·
28	O=C(CSc1nnc(-c2ccc(Cl)s2)o1)N1CCc2ccccc21	2	·	-3	-1	·
29	Cc1ccc(-n2c(-c3ccncc3)nnc2-c2cccs2)cc1	-5	·	-6	0	·
30	COC(=O)c1cc(C#N)c(Oc2ccccc2)nc1C	0	·	-27	0	·
31	Cc1sc2nc(CN3CCOCC3)nc(N3CCC(C(N)=O)CC3)c2c1C	1	·	2	6	·
32	Cc1ccc2cc(CN(CCCN3CCOCC3)C(c3nnnn3Cc3ccco3)C(C)C)c(=O)[nH]c2c1C (stereo not drawn)	11	·	-1	2	·
33	O=C(CN1C(=O)C2CCCN2C(=O)c2ccccc21)Nc1ccccc1-n1cccc1 (stereo not drawn)	-8	·	0	0	·
34	O=C(/C=C/c1ccco1)NC(=S)Nc1cccc(-c2nc3ccccc3s2)c1	0	·	1	13*	·
35	CCOC(=O)Nc1ccc2c(c1)N(C(=O)CCN1CCN(CCO)CC1)c1ccccc1S2	2	·	3	1	·
36	COc1ccc(C2CC(c3cccs3)=NN2S(=O)(=O)c2ccc(C)cc2)cc1 (stereo not drawn)	-4	·	-8	-1	·
37	Cc1cc([N+](=O)[O-])ccc1NCc1cccc2ccccc12	1	·	0	-1	·
38	Cc1cccc(Nc2nc(N)nc(CN3CCN(c4ccccc4F)CC3)n2)c1	-9	·	-10	1	·
39	CCCOc1ccc2oc(=O)c3c(c2c1)CCCN3C(=O)CN1CCN(c2ncccn2)CC1	0	·	-4	1	·
40	Cc1ccc(C(=O)Nn2cnnc2)cc1[N+](=O)[O-]	2	·	-2	-1	·
41	CCN(CC)C(=S)SCC(=O)Nc1cccc(C(F)(F)F)c1	-2	·	-5	-2	·
42	CC(C)CCNC(=O)C(c1cccnc1)N(Cc1ccccc1)C(=O)Cn1nnc2ccccc21 (stereo not drawn)	-1	·	2	2	·
43	COc1ccc(OC)c(CNC(=O)COc2cc(=O)n(C)c3ccccc23)c1	3	·	9	4	·
44	COC(=O)c1sc2nc(N3CCCCC3)c3c(c2c1N)CC(C)(C)N(C)C3	2	·	1	3	·
45	Cc1ccccc1Cc1c(C)nc2c(C(=O)N3CCN(Cc4ccc5c(c4)OCO5)CC3)cnn2c1C	-4	·	1	-2	·
46	CC(C)Cc1cc(C(=O)O)c2ccccc2n1	-2	·	2	0	·
47	O=C(N/N=C/C=C/c1ccco1)C(O)c1ccccc1 (stereo not drawn)	5	·	-3	-1	·
48	CNC(=S)N/N=C/c1ccc(C(C)C)cc1	2	·	-2	1	·
49	Cc1cc2cc3c(cc2nc1SCC(=O)N1CCN(C(=O)c2ccco2)CC1)OCO3	-2	·	7	0	·
50	CCOc1ccc(-n2c(SC(C)C(=O)OC)nc3c(c2=O)SCC3)cc1 (stereo not drawn)	-1	·	-3	1	·
51	COc1ccc(-c2nn3c(-c4cccc(C)c4)nnc3s2)cc1OC	2	·	0	1	·
52	N#CCCS(=O)(=O)c1nnnn1-c1ccccc1	4	·	3	1	·
53	Cc1nc2ccc3nc(NC(=O)c4ccco4)sc3c2s1	2	·	0	0	·
54	CC12CC3(C)CC(C)(C1)CC(C(=O)NC1=NCCS1)(C2)C3	-1	·	-7	2	·
55	CCN(CC)CCN1C(=O)C(O)=C(C(=O)c2ccc(C)o2)C1c1ccccn1 (stereo not drawn)	-4	·	-2	-1	·
56	N=c1c(C(=O)NCc2ccco2)cc2c(=O)n3ccccc3nc2n1CC1CCCO1 (stereo not drawn)	5	·	-7	1	·
57	CCCOc1ccccc1N/C(=N\S(=O)(=O)c1ccc(C)cc1)Nc1nc(C)cc(C)n1	5	·	-4	-1	·
58	CN1C(C)(C)CC(NC(=O)CCC(=O)NC2CC(C)(C)N(C)C(C)(C)C2)CC1(C)C	5	·	-1	-2	·
59	CCN1CCN(C(=S)c2ccc(OCC(=O)Nc3ccc(OC)cc3)cc2)CC1	-4	·	4	0	·
60	Cc1nc(N2CCN(Cc3ccccc3)CC2)[nH]c(=O)c1C	-3	·	7	-1	·
61	CCNC(=S)NCc1ccc(Cl)cc1	8	·	-3	-4	·
62	COC(=O)c1sccc1NC(=O)C12CC3CC(CC(C3)C1)C2	3	·	-6	3	·
63	O=C1CC(N2CCN(C3CCc4ccccc4C3)CC2)C(=O)N1c1ccccc1 (stereo not drawn)	-3	·	-4	0	·
64	O=C(Nc1ccc(OCC(F)(F)C(F)F)c(C(F)(F)F)c1)c1ccc(Cl)cc1	1	·	1	-2	·
65	CCOC(=O)c1ccc(COC(=O)c2ccc(-c3nnc(-c4ccccc4)o3)cc2)o1	3	·	3	3	·
66	CC(=O)N1CCC(N(CCCOC(C)C)C(=O)Nc2ccc(Cl)cc2)CC1	0	·	-6	-2	·
67	Cc1ccc(C(=O)COC(=O)CSc2cccc3cccnc23)c(C)c1	0	·	-2	6	·
68	CCCC(=O)NC(=S)Nc1c(C)cc(Br)cc1C	5	·	7	-3	·
69	O=C(CN1CCOc2ccccc21)N1CCC(Cc2ccccc2)CC1	-1	·	-4	-2	·
70	COc1cc2c(cc1OC)-c1nnc(-c3cccs3)n1C(C)(C)C2	7	·	-4	-1	·
71	Cc1cc([N+](=O)[O-])c(NCCCCCCO)c([N+](=O)[O-])c1	3	·	-6	0	·
72	O=C1c2oc3ccc(F)cc3c(=O)c2C(c2ccc(F)cc2)N1CCCN1CCOCC1 (stereo not drawn)	-4	·	0	-1	·
73	CCOC(=O)N1CCC(NC(=O)c2ccc3c(c2)N(CC)CCS3)CC1	1	·	1	0	·
74	O=C(O)c1ccc(-c2cccc(Cl)c2)o1	2	·	0	2	·
75	CN(C)CCCCCCCCCCC(=O)/C=N/O	2	·	2	1	·
76	Cc1c(Cl)cccc1NC(=S)NCc1ccccc1	4	·	2	-4	·
77	C/C(=C\C(=O)c1ccc(Br)cc1)Nc1cccc(Cl)c1	-6	·	-1	-1	·
78	O=C(Nc1nnc(-c2cccs2)o1)c1cccc(F)c1	-2	·	-4	-1	·
79	CC(=O)Nc1cc(C(F)(F)F)ccc1OCCOc1ccccc1	-6	·	11	-1	·
80	CC1(C)CC(=O)C(C(c2ccncc2)C2C(=O)CC(C)(C)CC2=O)C(=O)C1	-2	·	-7	13*	·

Going on with the list.
no.	SMILES	p97 ATPase inh	eIF4E 4G PPI	Rad51 HR inh	Wee1 degr inh	14-3-3 Bad PPI
81	Cc1ccc(C)c(NC(=S)NCCc2ccc(S(N)(=O)=O)cc2)c1	10	·	-5	-4	·
82	Cc1ccc(Oc2ccc(OCC(=O)OC3CCS(=O)(=O)C3)cc2)cc1 (stereo not drawn)	-5	·	5	-2	·
83	Cc1ccc(NC(=O)C2(c3ccccc3)CCCC2)nc1	-3	·	-3	1	·
84	Cc1c(NC(=O)c2noc3c2CCc2ccccc2-3)c(=O)n(-c2ccccc2)n1C	-4	·	0	4	·
85	CC1CCN(c2c(NCc3ccc(C(=O)NCC4COc5ccccc5O4)cc3)c(=O)c2=O)CC1 (stereo not drawn)	4	·	2	-2	·
86	CCNC(=S)Nc1ccc(Oc2ccccc2)cc1	2	·	-6	1	·
87	COC(=O)c1cc2c(=O)n3ccccc3nc2n(Cc2cccnc2)c1=N	1	·	1	0	·
88	COc1ccc(S(=O)(=O)N2CCC(C(N)=O)CC2)cc1	1	·	-8	-1	·
89	Cc1cccc(OCC(O)CNC(=O)c2ccccc2C(=O)O)c1 (stereo not drawn)	2	·	1	1	·
90	Cn1c(=O)c2c(nc(N3CCOCC3)n2CCNC2=NCCC2)n(C)c1=O	4	·	-2	1	·
91	O=C(NCC(c1cccnc1)N1CCN(c2ccccc2)CC1)c1ccco1 (stereo not drawn)	4	·	-2	0	·
